Screens: PubChem BioAssay, Johns Hopkins Ion Channel Center
KCNK9 block: inhibitors of human KCNK9 two-pore domain potassium channel; Q9NPC2; HEK293 KCNK9, FluxOR thallium flux fluorescence; stronger effect = lower value; B-score at 10 µM; 310,000 compounds, 1.2% hits;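 active = ratio B-score over 3 SD below the library mean, with starting fluorescence within 5 SD of its mean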;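 note: negative B-score means less thallium flux so channel inhibition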
Target sequence (Q9NPC2 whole entry, looked up, the tested form may be a part): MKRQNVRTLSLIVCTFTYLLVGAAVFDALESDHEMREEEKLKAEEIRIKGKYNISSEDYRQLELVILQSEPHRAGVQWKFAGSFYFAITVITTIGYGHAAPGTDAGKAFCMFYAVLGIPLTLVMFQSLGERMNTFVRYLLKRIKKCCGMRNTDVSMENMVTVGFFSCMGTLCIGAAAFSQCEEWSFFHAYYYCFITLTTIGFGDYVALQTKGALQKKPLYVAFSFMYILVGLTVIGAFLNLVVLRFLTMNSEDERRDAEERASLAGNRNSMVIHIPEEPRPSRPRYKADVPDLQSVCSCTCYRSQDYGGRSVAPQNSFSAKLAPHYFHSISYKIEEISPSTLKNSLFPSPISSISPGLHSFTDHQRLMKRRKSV
TMEM16A act: activates or potentiates the mouse TMEM16A chloride channel; HEK293 TMEM16A/YFP-H148Q/I152L, iodide quench fluorescence; stronger effect = lower value; Q8BHY3; B-score at 10 µM; 340,000 compounds, 0.3% hits; AID 623877;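 active = fluorescence-ratio B-score plate-corrected deviation score at least 3 library SD below zero, with starting fluorescence score within 5 deviations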;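 note: channel opened by trigger with iodide after compound preincubation; score built on the fluorescence ratio of max minus min over baseline; more negative score means more quench and so TMEM16A activation or potentiation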
TMEM16A inh: blocks the mouse calcium-activated chloride channel TMEM16A. normalized B-score (activity score, 25-100; higher = stronger inhibition) at 10 µM. AID 588511. 310,000 compounds, 1.2% hits. HEK293 TMEM16A/YFP iodide influx fluorescence, ionomycin;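 active = ratio plate-corrected score three or more library SD toward inhibition, starting fluorescence score within five deviations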;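 note: score derived from kinetic fluorescence span divided by baseline fluorescence per well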
RGS4 pot: potentiators or activators of RGS4. HEK293 M3R/inducible RGS4, carbachol calcium flux Fluo4; stronger effect = lower value. B-score at 10 µM. 310,000 compounds, 0.92% hits;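 active = B-score of the integrated calcium signal more than 4 SD below the library mean, with starting fluorescence not abnormally high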;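 note: negative B-score means reduced calcium response which marks RGS4 activation or potentiation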
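Detection: kinetic calcium fluorescence imaging with Fluo4-AM dye, 2 µM / Material: HEK293 cells with stable M3R and inducible RGS4 / Schedule: recording 10 s baseline at 1 Hz, 100 s post-agonist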
RGS4 inh: human RGS4 inhibition; P49798; HEK293 M3R/RGS4 inducible, Fluo-4 calcium flux; stronger effect = higher value; triggered by carbachol at its EC20; B-score at 10 µM; 310,000 compounds, 0.45% hits; AID 463165;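 active = B-score, a plate-corrected calcium signal, over three deviations above library mean, with baseline fluorescence within five deviations of library mean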;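 note: RGS4 expression induced by doxycycline in cells with stable M3 receptor; B-score is computed from the integrated fluorescence ratio over baseline after carbachol; higher B-score means a larger calcium signal and so more RGS4 inhibition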
Target sequence (P49798 whole entry, looked up): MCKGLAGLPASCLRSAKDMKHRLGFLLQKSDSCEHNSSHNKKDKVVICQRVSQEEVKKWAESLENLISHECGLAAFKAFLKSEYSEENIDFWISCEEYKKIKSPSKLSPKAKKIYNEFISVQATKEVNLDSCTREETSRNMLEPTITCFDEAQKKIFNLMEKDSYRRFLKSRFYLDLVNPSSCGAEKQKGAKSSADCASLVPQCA
KCNK3 block: human KCNK3 channel inhibition, primary screen; O14649; CHO-KCNK3 thallium flux, FluxOR fluorescence; stronger effect = lower value; B-score at 10 µM; 340,000 compounds, 0.84% hits;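 active = B-score under library mean minus 4 SD, starting fluorescence ratio at most library mean plus 5 SD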;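 note: more negative B-score means stronger inhibition of thallium flux through KCNK3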
Target sequence (O14649 whole entry, looked up): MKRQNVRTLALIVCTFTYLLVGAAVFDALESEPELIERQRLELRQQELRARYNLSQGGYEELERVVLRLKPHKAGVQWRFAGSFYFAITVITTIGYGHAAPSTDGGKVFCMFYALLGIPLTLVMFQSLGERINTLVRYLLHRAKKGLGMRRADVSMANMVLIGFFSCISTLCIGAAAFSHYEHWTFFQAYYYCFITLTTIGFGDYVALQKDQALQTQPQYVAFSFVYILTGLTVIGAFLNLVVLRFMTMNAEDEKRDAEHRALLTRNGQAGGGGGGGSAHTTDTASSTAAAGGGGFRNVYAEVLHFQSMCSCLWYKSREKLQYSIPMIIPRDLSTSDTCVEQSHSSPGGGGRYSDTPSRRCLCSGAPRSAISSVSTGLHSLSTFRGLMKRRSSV
MrgX1 agonist: human MrgX1 receptor agonism, primary screen; Q96LB2; MrgX1-HEK293 cells, Fluo-4 calcium fluorescence, agonist mode; stronger effect = higher value; B-score at 10 µM; 310,000 compounds, 0.44% hits; AID 588627;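 active = calcium response B-score plate-corrected fluorescence ratio at least 3 library SD, with starting fluorescence B-score inside 5 SD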
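Material: MrgX1-expressing HEK293 cells / Dosing: compound as first of three additions / Incubation: overnight seeding, then 1 h dark dye loading / Signal: Fluo-4 NW calcium fluorescence / Evaluation: B-scored fluorescence response ratio / Benchmarks: positive and negative control wells on each plate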
MrgX1 PAM: human MrgX1 positive allosteric modulation, primary screen | 310,000 compounds, 0.63% hits | B-score at 10 µM | AID 588675 | MrgX1-HEK293, Fluo-4 calcium flux, FDSS; stronger effect = higher value | Q96LB2;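 active = plate-corrected calcium response at least 3 library SD above typical, normal starting fluorescence, not activating the receptor alone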;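 note: compound read alongside a low EC10 to EC30 dose of BAM8-22 agonist; peak minus trough fluorescence over baseline measured at the second addition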
hERG protect: compounds protecting human hERG from proarrhythmic drug block. CHO-hERG, FluxOR thallium flux, dofetilide IC70 present. 310,000 compounds, 0.51% hits. Q12809. AID 1511. activation (rescue from dofetilide block), less the hit threshold, % at 10 µM;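 active = activation above the mean of controls blocked by dofetilide plus 5 SD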;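 note: thallium influx through hERG after potassium depolarization seen as dye fluorescence rise; in these data hits start at about 4.7%; inactives centre near -7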
KCNQ1 inh: inhibitors of human KCNQ1 potassium channel; P51787; 310,000 compounds, 1.3% hits; AID 2642; B-score at 10 µM; CHO-K1 KCNQ1, FluxOR thallium flux fluorescence; stronger effect = higher value;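 active = compounds whose thallium flux B-score, printed positive for inhibition, exceeds three library SD while starting fluorescence stays within three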;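 note: channel opened by potassium depolarization with thallium stimulus after 20 min compound exposure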
KCNQ1 act: potentiators or activators of human KCNQ1 potassium channel; CHO-K1 KCNQ1, thallium flux FluxOR fluorescence; stronger effect = higher value; B-score at 10 µM; 310,000 compounds, 0.35% hits;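 active = fluorescence ratio B-score, a plate-corrected score, at least three library SD, with initial intensity B-score within 5 SD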
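Test system: CHO-K1 cells stably expressing KCNQ1 / Medium: assay buffer / Also added: depolarizing K+/Tl+ stimulus, K2SO4 and Tl2SO4 each 12.5 mM in 5x stock / Incubation: 90 min dye loading and 20 min compound exposure, both at room temperature / Signal: thallium influx via FluxOR fluorescence, kinetic imaging / Evaluation: B score of baseline-normalized fluorescence ratio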
An asterisk follows results filed as active; i = inactive; · = no result given. Rows were taken by chance (roughly 6.3% active in at least one column).

| mol | KCNK9 block | TMEM16A act | TMEM16A inh | RGS4 pot | RGS4 inh | KCNK3 block | MrgX1 agonist | MrgX1 PAM | hERG protect | KCNQ1 inh | KCNQ1 act |
| --- | --- | --- | --- | --- | --- | --- | --- | --- | --- | --- | --- |
| CCOc1cc(/C=N/N=C(N)N)ccc1OCc1ccc(Cl)cc1 | i | i | i | i | i | i | i | i | -28 | 9* | i |
| COC(=O)c1c(F)c(F)c(NCCO)c(F)c1F | i | i | i | i | i | i | i | i | -9 | i | i |
| CCN(CC)CC(=O)N1CCCC(C(=O)c2ccccc2OC)C1 (centres undefined) | i | i | i | i | i | i | i | i | -9 | i | i |
| O=C1NC(=Nc2ccc(F)cc2)SC1Cc1ccc(F)cc1 (centres undefined) | i | i | i | i | i | i | i | i | -7 | i | i |
| COc1ccc(OC)c(Cc2nnc(CCC(=O)N3CCCCC3)o2)c1 | i | i | i | i | i | i | i | i | -6 | i | i |
| Cc1nc(-c2ccccn2)sc1C(=O)Nc1ccc(Cl)c(Cl)c1 | i | i | i | i | i | i | i | i | -10 | i | i |
| CCCCS(=O)(=O)c1sc2nc(C)cc(C)c2c1N | i | i | i | i | i | i | i | i | -8 | i | i |
| O=C(NCCCCNC(=O)C(F)(F)F)C(F)(F)F | i | i | i | i | i | i | i | i | -5 | i | i |
| COc1ccc(Nc2nc(NCC3CCCO3)nc(N)c2[N+](=O)[O-])cc1 (centres undefined) | i | i | i | i | i | i | i | i | -2 | i | i |
| O=C(Nc1ccc2c(c1)CN(Cc1ccccc1O)CC2)C1CCCO1 (centres undefined) | i | i | i | i | i | i | i | i | -5 | i | i |
| Cc1ccc(S(=O)(=O)NC2CC2)cc1 | i | i | i | i | i | i | i | i | -2 | i | i |
| CN(C1CCCCC1)S(=O)(=O)c1ccc(NC(=O)c2ccco2)cc1 | i | i | i | i | i | i | i | i | -11 | i | i |
| CCCc1nnc(NC(=O)CN2C(=O)c3ccccc3C2=O)s1 | i | i | i | i | i | i | i | i | -4 | i | i |
| CCN1CCN(C(c2nnnn2Cc2ccc3c(c2)OCO3)C(C)C)CC1 (centres undefined) | i | i | i | i | i | i | i | i | -14 | i | i |
| COc1ccc2[nH]c(O)c(N=NC(=O)Cc3cccs3)c2c1 | i | i | i | i | i | i | i | i | -16 | i | i |
| O=c1cc(Cn2nnc(-c3ccc(Cl)cc3)n2)nc2sccn12 | i | i | i | i | i | i | i | i | -5 | i | i |
| CCn1c(COc2ccc(OC)cc2)nnc1SCC(=O)Nc1cc(OC)ccc1OC | i | · | i | i | i | i | i | i | -7 | i | i |
| CCNC(=S)Nc1cc(Cl)ccc1Oc1ccccc1 | i | i | i | i | i | i | i | i | -10 | i | i |
| O=C(COC(=O)Cc1c[nH]c2ccccc12)NCCc1ccccc1 | i | i | i | i | i | i | i | i | -13 | i | i |
| Cc1ccc2nc(NC(=O)C3CCCN(S(=O)(=O)c4cccc5nsnc45)C3)sc2c1 (centres undefined) | i | i | i | i | i | i | i | i | -7 | i | i |
| Cc1csc(NC(=O)C2CCCN(S(=O)(=O)c3cccnc3)C2)n1 (centres undefined) | i | i | i | i | i | i | i | i | -6 | i | i |
| CSCCC(NS(=O)(=O)c1ccc(Cl)cc1)C(=O)OCc1c(Cl)cccc1Cl (centres undefined) | -9.2* | i | i | i | i | i | i | i | -14 | i | i |
| O=C(Cc1ccc(Cl)cc1)NN1C(=O)c2ccccc2C1=O | i | i | i | i | i | i | i | i | 2 | i | i |
| CCCCN1C(=O)c2ccc(C(=O)Nc3cccc(C)c3C)cc2C1=O | i | i | i | i | i | i | i | i | -7 | i | i |
| CCN(CC)S(=O)(=O)c1ccc(N2CCOCC2)c(NC(=O)c2ccc(NC(C)=O)cc2)c1 | i | i | i | i | i | i | i | i | -14 | i | i |
| Cc1ccc2[nH]c3c(=O)n(CC(=O)NCCc4ccc(Cl)cc4)ncc3c2c1 | i | i | i | i | i | i | i | i | -6 | i | i |
| COCCNC(=O)Cn1c(=O)n(Cc2ccco2)c(=O)c2ccccc21 | i | i | i | i | i | i | i | i | -12 | i | i |
| Cc1ccc(NC(=O)C2CC(=O)NC(N3CCCCC3)=N2)cc1Cl (centres undefined) | i | i | i | i | i | i | i | i | -10 | i | i |
| CCN(CC(=O)NCc1cccs1)C(=O)CCOc1ccccc1C | i | i | i | i | i | i | i | i | -15 | i | i |
| CC(C)C(NS(=O)(=O)c1cccs1)C(=O)NCc1ccccc1 (centres undefined) | i | i | i | i | i | i | i | i | -4 | i | i |
| CCOc1ccc(/C=C/C(=O)Oc2ccccc2)cc1 | i | i | i | i | i | i | i | i | -10 | i | i |
| NC(=S)NN=C1c2cc(OCCN3CCOCC3)ccc2-c2ccc(OCCN3CCOCC3)cc21 | i | i | i | -7.4* | i | i | i | i | -12 | i | i |
| CC(Sc1nc2ccccc2c(=O)n1C)C(=O)N(C)C1CCCCC1 (centres undefined) | i | i | i | i | i | i | i | i | -20 | i | i |
| CCOc1ccc(-c2nnc(NC(=O)c3ccc(OCC(C)C)c(OC)c3)o2)cc1 | i | i | i | i | i | i | i | i | -11 | i | i |
| O=C(CNC(=O)c1cccc(F)c1)OCc1cc(=O)n2cc(Br)ccc2n1 | i | i | i | i | i | i | i | i | -7 | i | i |
| Cc1nc(SCc2ccc(Cl)cc2)ncc1C(=O)O | i | i | i | i | i | i | i | i | -9 | i | i |
| CC(NC(=O)C(=O)NN=C1CCCCCCC1)c1ccccc1 (centres undefined) | i | i | i | i | i | i | i | i | -5 | i | i |
| O=C(OCC(=O)N1CCC(Cc2ccccc2)CC1)c1ccc[nH]c1=O | i | i | i | i | i | i | i | i | -7 | i | i |
| Clc1ccc(-n2nnnc2CN2CCOCC2)cc1Cl | i | i | i | i | i | i | i | i | -10 | i | i |
| CCn1c(=O)c(C(=O)Nc2ccccn2)c(O)c2ccccc21 | i | i | i | i | i | i | i | i | -5 | i | i |
| Nc1nc(N)c2[nH]c(-c3ccccc3)nc2n1 | i | i | i | i | i | i | i | i | -3 | i | i |
| CCCCCOc1ccc(C(O)C(CN2CCOCC2)c2ccccc2)cc1 (centres undefined) | i | i | i | i | i | i | i | i | -10 | i | i |
| CN(Cc1ccccc1)C(=O)CCc1ccccc1 | i | i | i | i | i | i | i | i | -3 | i | i |
| COc1ccc(NC(=O)Nc2c(C)n(-c3ccccc3)c(=O)n2C)cc1OC | i | i | i | i | i | i | i | i | -3 | i | i |
| CCC(C)C(NC(C)=O)C(=O)NC(=O)NC(c1ccccc1)c1ccccc1 (centres undefined) | i | i | i | i | i | i | i | i | 0 | i | i |
| CC(C)(C)OC(=O)NN1CC(=O)N2Cc3ccccc3C[C@@H]2C1=O | i | i | i | i | i | i | i | i | -5 | i | i |
| COc1ccccc1N1CCc2c(C)nc3c(OC)cccc3c21 | i | i | i | i | i | i | i | i | -6 | i | i |
| O=C(O)c1ccc(S(=O)(=O)NCC2CCCO2)cc1 (centres undefined) | i | i | i | i | i | i | i | i | -6 | i | i |
| Cc1ccc(CC(=O)O/N=C(\N)c2cccc([N+](=O)[O-])c2)cc1 | i | i | i | i | i | i | i | i | -3 | i | i |
| Cc1ccc(COc2ccc(S(=O)(=O)N3CCCC3)cc2C(N)=O)cc1 | i | i | i | i | i | i | i | i | -10 | i | i |
| Cc1ccc(C(O)CN2C3=NCCN3c3ccccc32)cc1 (centres undefined) | i | i | i | i | i | i | i | i | -2 | i | i |
| CCOC(=O)C1=C(C)NC2=C(C(=O)CCC2)C1c1coc2ccccc2c1=O (centres undefined) | i | i | i | i | i | i | i | i | 0 | i | i |
| Fc1ccccc1CNC(=S)Nc1ccc(Cl)cc1 | i | i | i | i | i | i | i | i | -16 | i | i |
| O=[N+]([O-])c1ccc(N2CCc3ccccc3C2)nc1 | i | i | i | i | i | i | i | i | -16 | i | i |
| CC(=O)N(c1ccccc1)C1SC(=O)N(c2ccccc2)C1=O (centres undefined) | i | i | i | i | i | i | i | i | 1 | i | i |
| COc1c(C)cc(C(=O)C2CCCN(C(=O)c3ccc4[nH]ccc4c3)C2)cc1C (centres undefined) | i | i | i | i | i | i | i | i | -22 | i | i |
| CCc1cccc2c(C(=O)COC(=O)C3=NNC(=O)CC3)c[nH]c12 | i | i | i | i | i | i | i | i | -7 | i | i |
| CN(CCc1cnn(C)c1)Cc1cn(C)nc1-c1ccccc1F | i | i | i | i | i | i | i | i | -3 | i | i |
| CCC1CCCCN1CCCNC(=O)CCCOc1cc(=O)n(C)c2ccccc12 (centres undefined) | i | i | i | i | i | i | i | i | -5 | i | i |
| CC(=O)c1ccc(-c2ccc(C(=O)NC3CCCCCC3)o2)cc1 | i | i | i | i | i | i | i | i | -3 | i | i |

Single values from the results shown:
Value for O=C(Nc1ccc2c(c1)CN(Cc1ccccc1O)CC2)C1CCCO1 (centres undefined) in hERG protect: -5
Value for Cc1ccc(CC(=O)O/N=C(\N)c2cccc([N+](=O)[O-])c2)cc1 in hERG protect: -3

(continued)
| mol | KCNK9 block | TMEM16A act | TMEM16A inh | RGS4 pot | RGS4 inh | KCNK3 block | MrgX1 agonist | MrgX1 PAM | hERG protect | KCNQ1 inh | KCNQ1 act |
| --- | --- | --- | --- | --- | --- | --- | --- | --- | --- | --- | --- |
| Cc1cnc([N+](=O)[O-])n1CCOC(=O)NC(=O)c1cccc(F)c1 | i | i | i | i | i | i | i | i | -6 | i | i |
| CC/C(=N\NS(=O)(=O)c1ccc(C)cc1)c1ccco1 | i | i | i | i | i | i | i | i | -6 | i | i |
| Cc1ccc(C(=O)NNC(=S)NC(=O)c2ccco2)cc1 | i | i | i | i | i | i | 135* | i | -6 | i | i |
| O=C(Nc1cc2c3c(c1)CC(=O)N3CCC2)c1c(F)cccc1F | i | i | i | i | i | i | i | i | -2 | i | i |
| O=C(c1ccco1)N1CCN(Cc2c(F)cccc2Cl)CC1 | i | i | i | i | i | i | i | i | -9 | i | i |
| FC(F)(F)c1nc2ncc(Cl)cc2[nH]1 | i | i | i | i | i | i | i | i | -16 | i | i |
| Cc1ccc(SCc2nnc(NC(=O)c3ccccc3)s2)cc1 | i | i | i | i | i | i | i | i | -15 | i | i |
